Source: PubChem (several laboratories)
GPR35 antagonists: GPR35 antagonists blocking zaprinast-driven arrestin recruitment, primary screen, imaging, U2OS, beta-arrestin-GFP, zaprinast agonist (AID 2058); U2OS GPR35 beta-arrestin-GFP translocation imaging, zaprinast antagonism; higher % means a stronger effect; inhibition, % at 10 µM; hits with a dose series show IC50 in µM; 290,000 compounds, 0.052% hits;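 active = inhibition of at least 50% with at least 30 cells and total cytoplasm GFP at most 10,000,000; inconclusive = under 30 cells or total GFP of 10,000,000 plus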
GPR55 beta-arrestin: GPR55 agonists via beta-arrestin recruitment, primary screen, imaging, U2OS cells, beta-arrestin-GFP redistribution (AID 1961); U2OS GPR55 beta-arrestin-GFP redistribution imaging; higher % means a stronger effect; one-dose activation, % at 10 µM; EC50 in µM for titrated hits; 290,000 compounds, 0.048% hits;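 active = activation above 40% with more than 50 cells counted in the well; inconclusive = wells holding fewer than 50 cells, flagged as toxic or sparse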;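 note: U2OS osteosarcoma cells stably expressing GPR55 and beta-arrestin-GFP; plate controls were DMSO negative control for no effect and LPI positive control for full effect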
HIV peptide binding: inhibitors of HIV fusion peptide binding, primary screen, biochemical, uHTS, fluorescence dequenching (AID 1986) | cell-free peptide binding, fluorescence dequenching, 30 min; higher % means a stronger effect | inhibition, % at 20 µM, or IC50 in µM where a hit was titrated | 290,000 compounds, 0.3% hits; in the data active = inhibition mostly above about 52%, no sharp cut-off; inactive = mostly below about 76%; note: some results filed as inactive read as strong as hits
KOR beta-arrestin-1: KOR agonists, beta-arrestin recruitment, primary screen, cell-based, luminescence, uHTS (AID 1777); KOR beta-arrestin recruitment, luminescence; higher % means a stronger effect; Kappa-type opioid receptor (Homo sapiens); activation, % at 10 µM; hits with a dose series show EC50 in µM; 280,000 compounds, 0.02% hits; in the data active = activation above about 50%, passing the limit was not always enough; note: a part of the inactive calls stands beside numbers as strong as those of hits
NOD1 inhibition: NOD1 signaling inhibitors, primary screen, cell-based, luminescence, uHTS (AID 1578) | NOD1-driven NF-kB luciferase reporter cells, luminescence; higher % means a stronger effect | inhibition, % at 4 µM; hits with a dose series show EC50 in µM | 290,000 compounds, 1% hits; in the data active = inhibition mostly above about 36%, no sharp cut-off; inactive = mostly below about 34%;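 note: HEK-293T reporter cells stimulated with the NOD1 agonist gamma-tri-DAP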
GPR55 LPI antagonism: GPR55 antagonists blocking LPI-driven arrestin recruitment, primary screen, imaging, U2OS, beta-arrestin-GFP, LPI agonist (AID 2013); U2OS GPR55 beta-arrestin-GFP translocation imaging, LPI antagonism; higher % means a stronger effect; inhibition, % at 10 µM, or IC50 in µM where a hit was titrated; 290,000 compounds, 0.13% hits; G-protein coupled receptor 55 (Homo sapiens);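 active = spots per cell inhibited over 60%, with over 100 cells counted and total cytoplasm intensity under 500,000; inconclusive = wells with under 100 cells, flagged as likely toxic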;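 note: U2OS cells stably carrying GPR55 and arrestin-GFP stimulated by 5 µM LPI near EC80; imaged beta-arrestin-GFP aggregate spots per cell after agonist stimulation; plate controls were LPI-stimulated DMSO wells for no effect and DMSO wells without LPI for full effect; some results filed as inactive read as strong as hits; confirmed hits need IC50 under 10 µM and bright autofluorescent wells are also inconclusive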
Myeloid diff MLP: induction of myeloid progenitor differentiation, primary screen, cell-based, flow cytometry, MLPCN library; ER-HoxA9 myeloid progenitors, lysozyme-GFP differentiation; AID 624256, 2012; calls only at 10 µM; 360,000 compounds, 1% hits;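 active = normalized GFP-positive differentiation at or above the plate's own cutoff, the solvent-only control mean plus 3 SD; inconclusive = no clear call, values can overlap the other calls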;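 note: cells exposed to compound for four days before flow analysis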
HEK293 NOD2/NF-kB: NOD2 signaling inhibitors, cell-based, luminescence, uHTS, HEK293 (AID 1566); HEK293 NOD2/NF-kB luciferase reporter, luminescence; higher % means a stronger effect; inhibition, % at 4 µM, or EC50 in µM where a hit was titrated; 290,000 compounds, 0.63% hits; note: many of its hits are not listed in these tables
KOR beta-arrestin-2: KOR antagonists, beta-arrestin recruitment, cell-based, luminescence, uHTS (AID 1778); Kappa-type opioid receptor (Homo sapiens); inhibition, % at 10 µM, or IC50 in µM where a hit was titrated; 290,000 compounds, 0.091% hits; KOR beta-arrestin recruitment, luminescence, antagonist mode; higher % means a stronger effect; note: strong numbers were not always called active
Myeloid diff MLP GFP+ MAC1+ %: second read-out of Myeloid diff MLP, no call of its own (marks repeat the call); GFP+ MAC1+ double positive, %; measured here: differentiation confirmed by MAC1 staining
Numbers without * were called inactive; i = inactive; ? = inconclusive; . = no result given; + = active, no number; [ ] = remark or other dose. Cut-off read from the data, not from the text of the source, unless noted: active = inhibition above about 50%; inactive = the rest. The list is partial (hit frequency here may not be typical).

Sequence of screens – GPR35 antagonists, GPR55 beta-arrestin, HIV peptide binding, KOR beta-arrestin-1, NOD1 inhibition, GPR55 LPI antagonism, Myeloid diff MLP, Myeloid diff MLP GFP+ MAC1+ %, HEK293 NOD2/NF-kB, KOR beta-arrestin-2
- O=C(N/C(=C/c1cccnc1)C(=O)N1CCOCC1)c1ccccc1Cl
 : 28%, -0.1%, -0.9%, 1.2%, 0%, 8%, i, 0.7, 20%, 25%
- CC(=O)c1ccc(NC(=S)NC(=O)/C=C/c2ccc(F)cc2)cc1
 : -16%, -0.3%, -1.1%, 4.5%, -1%, -10%, i, 0.4, -1%, 35%
- O=C(NCCCn1ccnc1)c1ccncc1
 : 3%, -0.1%, -2.6%, 3.1%, -10%, -8%, i, 1.3, 2%, -36%
- C=CCC1(CC=C)CCCN1Cc1nc(COc2ccccc2)no1
 : -3%, 0.2%, 7.4%, -3.9%, 2%, 10%, i, 0.8, 10%, 20%
- Cc1ccc(N2CCN(C(=O)c3ccccc3F)CC2)c(C)c1
 : 6%, -0.2%, -2.1%, -4.3%, -14%, 14%, i, 1.0, -9%, -9%
- COc1ccc(CCNC(=O)CC2(CC3=NS(=O)(=O)c4ccccc4N3)CCCC2)cc1OC
 : 1%, -0.1%, 0.0%, -4.1%, -1%, 10%, i, 9.5, 8%, -24%
- O=C(COc1ccc2c3c(c(=O)oc2c1)CCC3)N1CCN(c2ccc(F)cc2)CC1
 : -14%, -0.1%, 2.1%, -4.1%, 2%, 4%, ?, ., 2%, -51%
- COc1cccc(C2CNC3(CCCC(C)C3)c3[nH]c4ccccc4c32)c1OC (centres undefined)
 : -2%, -0.1%, -1.3%, 4.0%, 0%, 13%, i, 0.8, -9%, -5%
- O=C(NC1CCCC1)C(=O)c1c[nH]c2ccccc12
 : 0%, -0.1%, -0.2%, -4.0%, -47%, 2%, ., ., 2%, 21%
- CNCCCOc1cccc(Oc2ccccc2)c1
 : 4%, 1.1%, 1.6%, 4.0%, -32%, 4%, i, 0.5, -14%, -40%
- C=CCn1c(C(CC)CC)nc2ccccc21
 : -8%, -0.3%, -1.1%, -4.4%, -9%, -6%, i, 0.7, 7%, 15%
- O=C(NCC1CCN(S(=O)(=O)c2ccccc2)CC1)Nc1ccc(F)cc1
 : 18%, -0.2%, -1.1%, -3.7%, -7%, 6%, i, 0.2, 5%, 2%
- CCCC(=O)Nc1cc(C)cn(Cc2c(F)cccc2Cl)c1=O
 : -15%, -0.3%, -0.8%, 0.0%, -24%, -9%, i, 0.7, 5%, -1%[20 µM]
- CCOC(=O)c1c(N2C(=O)Nc3ccccc3N2O)sc2c1CCCCC2
 : 11%, -0.3%, 12%, 4.6%, 6%, 17%, i, 0.4, 16%, -12%
- CCN(CC)c1ccc(/C=N/NC(=S)NCc2ccco2)cc1
 : 2%, 0.3%, -0.3%, 0.1%, 5%, 8%, i, 0.8, 4%, -20%
- CN1CCC(Oc2ccccc2Sc2ccccc2)CC1
 : 7%, -0.3%, -0.8%, -1.6%, -10%, 18%, i, 0.5, 20%, -25%
- Cc1ccc(/C=N/NC(=O)c2csc3c2CCCC3)cc1
 : 0%, 0.1%, 81%, 1.1%, -58%, -2%, ?, ., -94%, -93%
- CCOc1ccc(S(=O)(=O)Nc2nccs2)cc1
 : -7%, 0.1%, 0.4%, -6.2%, -27%, -3%, i, 0.0, 7%, 2%[20 µM]
- CCOC(=O)c1cncc(O)c1
 : 1%, 0.0%, -0.2%, 2.9%, -8%, -11%, i, 0.3, 4%, 16%
- COC(=O)c1c(NC(=O)C2CCC2)sc(C(=O)N(C)C)c1C
 : 7%, -0.2%, -0.3%, -2.0%, -9%, 11%, i, 0.5, 7%, 4%
- COC(=O)Cn1c(C)nc(=O)c(-c2ccccc2)c1C
 : 2%, 0.3%, 0.3%, -3.1%, -13%, 4%, i, 0.8, 3%, 4%
- O=C(Nc1ccc(Cl)c(Cl)c1)N1CC=CCC1
 : -1%, -0.2%, -2.8%, -6.5%, -44%, -11%, i, 0.6, -81%, -17%
- Cc1cc2c(c(C)nn2-c2ccccc2)c(=O)o1
 : 7%, 0.0%, -2.3%, 0.0%, -11%, 5%, i, 1.3, -12%, 4%
- Cc1ccc2c(c1)c1nnc(SCC(=O)NC3CC3)nc1n2C
 : 1%, 0.0%, 0.5%, 3.0%, -21%, -9%, i, 0.8, 0%, -79%
- O=C1CCN(S(=O)(=O)c2ccccc2)N1
 : 1%, 0.2%, 1.5%, -2.6%, 40%, 13%, i, 1.1, -2%, -13%
- CCCCCNC(=O)CCn1c(=O)oc2ccccc21
 : -14%, -0.4%, 2.4%, -0.6%, -13%, 14%, i, 0.7, 2%, -11%
- CCOC(=O)N1CCN(C(=O)c2nn(-c3cc(OC)cc(OC)c3)c(=O)c3ccccc23)CC1
 : -15%, -0.1%, 1.5%, 0.3%, -14%, 22%, ., ., 3%, 32%
- COCc1cc(C)nc(N/N=C/c2ccc(Cl)c(Cl)c2)c1C#N
 : -11%, -0.3%, -0.4%, -6.6%, 0%, -3%, i, 0.1, 5%, 16%
- CCOC(=O)C1=C(C(F)(F)F)Nc2ncnn2C1c1cc(OC)ccc1OC (centres undefined)
 : 17%, 0.1%, -1.5%, 2.8%, 11%, 11%, i, 0.6, 16%, 13%
- NC(=O)NC(=O)COC(=O)c1ccc(Cl)c(S(=O)(=O)N(Cc2ccccc2)c2ccc(Cl)cc2)c1
 : -25%, -0.3%, 5.7%, -3.8%, 19%, 22%, i, 1.0, 3%, -30%
- O=C(O)C1CCC(=O)N1Cc1ccccc1Cl (centres undefined)
 : -14%, -0.1%, 0.2%, -0.4%, -17%, -6%, i, 0.5, 10%, 18%
- C=CCn1c(SCC(=O)NCc2ccc3c(c2)OCO3)nc2scc(-c3ccccc3)c2c1=O
 : 0%, -0.1%, -3.6%, -0.6%, 11%, 6%, i, 1.1, 22%, 9%
- CCCS(=O)(=O)N1CCCC(C(=O)NCCCN(C)c2ccccc2)C1 (centres undefined)
 : -12%, 0.0%, 2.1%, -0.8%, -13%, 8%, i, 0.8, -9%, 24%
- CC1=CC(C)(C)N(C(=O)CSc2nccn2C)c2cc(C)ccc21
 : 2%, 0.2%, 23%, 7.4%, 20%, -3%, i, 7.8, 12%, 18%
- C#CC[N+]1(CC#Cc2ccccc2)CCCC1
 : -9%, 0.0%, -1.3%, 9.9%, 6%, 5%, +, 2.1*, 2%, -25%
- COc1ccc(C2CC2/C(=N/O)c2ccccc2)cc1 (centres undefined)
 : -1%, -0.3%, -0.4%, -3.8%, -33%, 6%, i, 0.2, -42%, -12%
- CCCN(CCO)C1CCN(CCc2ccccc2)CC1
 : -5%, -0.1%, 2.5%, -3.7%, -4%, -12%, i, 0.8, -6%, 8%
- O=C(N/N=C\c1ccc2c(c1)OCO2)c1ccc(Cn2cc(Br)c([N+](=O)[O-])n2)o1
 : 10%, -0.1%, -2.8%, -3.9%, -71%, 2%, i, 0.1, -92%, 0%
- Cc1ccccc1CN1CCC(n2nccc2NC(=O)c2cccnc2)CC1
 : -8%, 0.2%, -0.7%, 0.5%, -24%, 6%, i, 0.0, 2%, -7%
- C=CCn1c(SCCC(=O)O)nnc1-c1cccs1
 : -5%, 0.9%, 1.3%, -3.7%, -34%, 4%, i, 0.7, 14%, -3%
- CCCOc1ccc(N2C(=O)CC(NCCNc3ccc(S(=O)(=O)CC)cc3)C2=O)cc1 (centres undefined)
 : -10%, -0.1%, 1.8%, -1.9%, -14%, 12%, i, 1.2, 9%, 14%
- CCn1c(/C=N/Nc2ccc(C(=O)O)cc2)nc2ccccc21
 : 11%, 0.2%, 7.7%, -0.9%, -20%, 5%, i, 0.9, -13%, -24%
- COc1cc(C(=O)N/C(=C\c2cn(S(=O)(=O)N(C)C)c3ccccc23)C(=O)NCCCO)cc(OC)c1OC
 : 3%, 0.1%, -1.1%, 6.8%, -23%, 7%, i, 0.3, 17%, -10%
- CC1CCN(S(=O)(=O)c2ccc(NC(=O)c3ccco3)cc2)CC1
 : -2%, 0.3%, -1.1%, -4.8%, -22%, 3%, i, 0.4, 11%, -4%
- N#Cc1cnn(-c2cccc(Cl)c2)c1-n1cccc1
 : 6%, -0.1%, -1.8%, 0.6%, -7%, 5%, i, 0.4, 0%, 20%
- Cc1cc2[nH]c(=O)c(=O)[nH]c2cc1S(=O)(=O)N(C)C1CCCCC1
 : -6%, -0.3%, -1.0%, -1.3%, -22%, 4%, i, 4.0, -1%, -25%[20 µM]
- CCC(C)(C(=O)NC1CCCCC1)N(C(=O)c1ccccn1)c1ccc(C)cc1 (centres undefined)
 : -4%, 0.2%, 0.0%, -4.2%, -2%, 6%, i, 0.7, 5%, 15%
- O=C(CCn1c(=S)oc2ccccc21)NC1CCCCCC1
 : 7%, 0.2%, -1.3%, 0.2%, 1%, -5%, i, 0.3, 12%, 14%
- Cc1cc(C)nc(Nc2ccc(N3CCCC3)cc2)n1
 : -4%, -0.1%, -4.9%, -0.3%, -27%, -1%, i, 1.1, -14%, 24%
- S=C1NCN(Cc2cccnc2)CN1c1cccc(Cl)c1
 : 3%, -0.2%, -1.1%, 1.3%, 6%, 8%, i, 0.8, 11%, 11%
- Cc1cccc(OCC(=O)Nc2ccc(NC(=O)c3ccccc3)cc2)c1
 : -2%, -0.1%, 1.8%, 4.7%, -12%, 11%, i, 4.2, 12%, -4%
- CCOC(=O)c1sc(NS(=O)(=O)c2ccccc2Cl)nc1C
 : -14%, 0.0%, 5.6%, -0.3%, -3%, 9%, i, 1.4, 14%, -36%
- COCCNc1nc(=S)[nH]c2cc(OC)c(OC)cc12
 : 6%, 0.6%, -0.4%, 0.9%, -40%, 6%, i, 2.0, -7%, -10%
- COc1ccc(N(C)C(=S)Oc2ccc(C(=O)Nc3ccccc3)cc2)cc1
 : -2%, -0.1%, -0.5%, -2.7%, -9%, 22%, ., ., -53%, -44%
- COc1ccc(/C=C/C(=O)NCc2cnn(C)c2C)cc1COc1ccc(Br)cc1
 : -8%, 0.0%, -1.2%, 4.4%, -14%, 20%, i, 1.3, -2%, -10%
